# Screening results: PubChem BioAssay, several laboratories
# TLR4-MyD88 BLA – TLR4-MyD88 interaction inhibition in cells. O00206+Q99836. HeLa CL3-4 TLR4/MyD88 BLA complementation, FRET ratio. inhibition, % at 8.4 µM. actives 0.18% (n = 200,000); in the data active = inhibition above about 25%;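 note: 0% = vehicle and 100% = reference inhibitor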
# G6PDH CS – inhibits Leuconostoc G6PDH, flagging false hits in G6PDH-based assays; Purified L. mesenteroides G6PDH, diaphorase/resazurin coupled fluorescence, 45 min; inhibition, % at 5 µM; actives 0.12% (n = 200,000); in the data active = inhibition above about 50%
# FLuc stim CS – affects firefly luciferase, flagging false hits in luciferase stimulation screens; activation factor at 10 µM; P08659; ATPlite luciferase biochemical, luminescence, 10 min; 0 = ATP-free wells, 1 = DMSO control; 200,000 tested, under 10 active; AID 1027;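 active = luciferase activation factor, scaled between plate controls, of at least 2 with compound at 10 µM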
# Target sequence (P08659 whole entry, looked up): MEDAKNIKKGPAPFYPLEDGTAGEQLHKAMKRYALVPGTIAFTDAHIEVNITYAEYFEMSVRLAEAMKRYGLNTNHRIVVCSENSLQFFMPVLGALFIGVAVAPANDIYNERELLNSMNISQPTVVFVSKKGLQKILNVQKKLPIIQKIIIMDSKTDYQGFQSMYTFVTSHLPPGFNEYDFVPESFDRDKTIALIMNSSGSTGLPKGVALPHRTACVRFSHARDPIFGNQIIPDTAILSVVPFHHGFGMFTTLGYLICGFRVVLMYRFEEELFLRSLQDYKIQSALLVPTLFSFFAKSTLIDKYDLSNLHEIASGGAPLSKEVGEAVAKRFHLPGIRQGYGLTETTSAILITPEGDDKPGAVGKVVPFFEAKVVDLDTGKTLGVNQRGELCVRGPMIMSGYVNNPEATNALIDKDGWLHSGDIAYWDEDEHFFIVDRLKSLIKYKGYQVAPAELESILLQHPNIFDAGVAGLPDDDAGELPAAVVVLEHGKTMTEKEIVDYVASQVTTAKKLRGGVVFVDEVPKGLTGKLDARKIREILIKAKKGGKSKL
#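 Assay system: Luciferase/luciferin detection reagent, cell-free biochemical luciferase assay / Read-out: luciferase activation / Benchmarks: No-ATP low control, compound-free enzyme-plus-ATP high control / Medium: PBS buffer for ATP / Detection: luminescence measurement of luciferase light output / Schedule: 10 min at ambient temperature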
# APP 5'UTR act – activates APP 5'UTR luciferase reporter; AID 1276; actives 1% (n = 190,000); SH-SY5Y APP 5'UTR luciferase reporter, luminescence; zero percent = DMSO vehicle wells; activation, % at 2 µM;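 active = activation above a set limit, based on mean plus 3 SD of controls, cut at about 140% in these data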; note: values of inactives mirror those of a sister screen read the other way
# STAT1 activator – activators of IFN-gamma induced STAT1 signaling | NIH 3T3 STAT1-luciferase reporter, luminescence; 100% = IFN-gamma alone, no compound | activation (% of control), % at 5.5 µM | actives 2.6% (n = 200,000) | AID 932;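 active = activation above the screen-wide mean activation plus 3 SD, cut at about 130% in these data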;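 note: raw ratio to IFN-gamma control signal so 100% means no change and 0% no light; values of inactives mirror those of a sister screen read the other way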
# APP transl inh – APP translation inhibition; SH-SY5Y APP 5'UTR-luciferase reporter, luminescence; actives 0.82% (n = 190,000); inhibition, % at 2 µM;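 active = inhibition above a set limit, derived from the sample mean plus 3 SD, cut at about 45% in these data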; note: values of inactives mirror those of a sister screen read the other way
# Diaphorase inh – counter-screen for diaphorase-based assays: diaphorase inhibitors and chemical oxidizers; diaphorase resazurin-to-resorufin fluorescence, NADH, 16 min; bacterial (C. kluyveri) enzyme, not human; inhibition, % at 20 µM; actives 0.69% (n = 190,000); AID 1217;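 active = primary screen inhibition at 20 µM above a set limit, cut at about 50% in these data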;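 note: plate controls were DMSO with full reaction for no effect and wells lacking NADH for full effect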
#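 Test system: Clostridium kluyveri diaphorase enzyme / Quantity: diaphorase at 0.14 U/mL in enzyme working solution / Incubation: 16-min room-temperature incubation before reading / Benchmarks: NADH-free wells as positive control, DMSO-only neutral wells / Signal: resorufin fluorescence 544/590 nm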
# NF-kB expr up – raises NF-kB expression in human neuronal cells. NF-kB reporter expression; hits give high values. fold change at 12.5 µM. actives 1.6% (n = 190,000); in the data active = fold change above about 3.3
# FLuc inh counter – Photinus pyralis luciferase inhibition counter-screen | inhibition, % at 10 µM | actives 1.5% (n = 200,000) | AID 1006 | ATPLite firefly luciferase biochemical luminescence, 10 min | P08659;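 active = inhibition above about 50% when tested at 10 µM, limit read from the data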
# Diaphorase act – activates diaphorase or chemically reduces, flagging diaphorase assay artifacts; Diaphorase/resazurin coupled assay, resorufin fluorescence, 16 min; hits give high values; 1 = vehicle wells, 0 = NADH-free wells; activation factor at 20 µM; actives 0.005% (n = 190,000); AID 1229;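 active = diaphorase activity raised at least twofold by the compound at 20 µM; inactive = activation factor below 2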
#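 Material: bacterial diaphorase enzyme (C. kluyveri); amount: enzyme 0.07 U/mL final; reagent: NADH substrate 0.114 mM plus resazurin dye 0.1 mM, final; doses: single compound dose of 20 µM, 1% DMSO final; timing: 16 min enzyme reaction, ambient temperature; measured by: fluorescence of resorufin, 544 nm excitation, 590 nm emission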
# Active calls of the source: *; nt = no result given. The list is partial (hit frequency here may not be typical).
SMILES,TLR4-MyD88 BLA,G6PDH CS,FLuc stim CS,APP 5'UTR act,STAT1 activator,APP transl inh,Diaphorase inh,NF-kB expr up,FLuc inh counter,Diaphorase act
Cc1ccccc1N1C(=O)NC(=O)/C(=C\c2cc(Br)c(N3CCOCC3)o2)C1=O,-2,10,1.1,-4,107,4,14,1.1,-6,0.9
CN(C)CC1CSCCC1(O)c1ccccc1Cl (configuration not stated),-3,6,1.1,19,104,-19,0,1.2,-6,1
CC(=NCc1ccco1)c1c(O)n(-c2ccccc2)c(=O)[nH]c1=O,-17,6,1,-3,87,3,2,1.4,0,1
CN1CCC(N(C)Cc2cccnc2)CC1,3,4,1,-2,99,2,11,0.93,-5,0.9
Nc1ccc(S(=O)(=O)N2CC3CC(C2)c2cccc(=O)n2C3)cc1 (configuration not stated),5,2,1,-1,101,1,17,1.1,-1,0.8
Cc1ccc(N)c(C(=O)c2ccc(Br)cc2)c1,5,10,1,5,113,-5,7,1.2,-3,0.9
Cc1cc(/C=C2/C(=O)NC(=O)N(c3ccccc3)C2=O)c(C)n1-c1ccc(F)cc1,-8,nt,nt,0,102,0,nt,nt,nt,nt
CC1(C)N(O)C2CCCCC2N1O (configuration not stated),6,8,1,4,103,-4,14,1.4,-2,0.9
Cc1cc(N2CCCC2)ccc1C=C(C#N)C#N,-9,6,1,7,99,-7,8,1.4,-3,0.9
COC(=O)C(O)(c1ccc(N=Cc2ccccc2O)c(C)c1)C(F)(F)F (configuration not stated),-3,10,1.1,-3,96,3,10,0.97,-8,0.9
CC(NCc1ccccc1Cl)C(O)c1ccccc1 (configuration not stated),2,4,1,9,103,-9,-3,1.2,-1,1
OC1/C(=C/c2ccc(Cl)cc2Cl)N2CCC1CC2 (configuration not stated),-18,0,1,8,107,-8,-6,1.1,-3,1.1
Cc1nn(Cc2ccccc2Cl)c(Cl)c1C(=O)OC(C(=O)NC(N)=O)C(C)C (configuration not stated),-5,8,1.1,14,105,-14,4,1,-7,1
O=C(C1c2ccccc2C(=O)N2CCc3ccccc3C12)N1CCC2(CC1)OCCO2 (configuration not stated),-2,7,1,10,109,-10,3,0.87,-2,1
CNC(=O)Oc1ccc(-c2cn3cc(Cl)ccc3n2)cc1,2,1,0.1,131,90,-131,18,14*,93*,0.8
CCc1ccccc1N1C(=O)NC(=O)/C(=C\c2cc(C)n(C)c2C)C1=O,-16,-6,1,-16,103,16,15,0.89,-5,0.8
CC(C)N1CCN(Cc2ccc3c(c2)OCCO3)CC1CCO (configuration not stated),6,9,1.1,-6,104,6,8,1.1,-5,0.9
COC(=O)C(=O)N1CC2(C)CNCC(C)(C1)C2=O,-4,1,1,-13,105,13,11,1,-1,0.9
Cc1ccc(C)c(OCC(=O)N2CCN(Cc3ccc4c(c3)OCO4)CC2)c1,4,10,1,7,97,-7,nt,0.88,1,nt
CC[n+]1c(SC)ccc2cc(OC)ccc21,1,1,1,11,89,-11,9,0.9,-4,0.9
COc1cc2[nH]c(=O)n(-c3ccccc3)c(=O)c2cc1OC,4,6,1.1,-2,106,2,9,1.2,-7,0.9
CC1(C)Cc2c(sc3c2C(=O)NC(c2cccnc2)N3)CO1 (configuration not stated),-1,3,1,-4,99,4,28,1.2,5,0.7
CCOC(=O)c1c(C)[nH]c(C(=O)C(C)N2CCCC2)c1C (configuration not stated),-13,5,1.1,9,103,-9,11,1.3,-7,0.9
CCOC(=O)c1sc(/N=C/c2c(O)n(-c3ccccc3)c(=O)[nH]c2=O)c(C#N)c1C,0,10,1,-12,96,12,10,1.1,-3,0.9
COc1ccc(OC)c(N2C(=O)NC(=O)/C(=C/c3ccc([N+](=O)[O-])s3)C2=O)c1,-1,16,1,16,95,-16,41,0.94,0,0.6

# Molecules above that have an NH in an aromatic ring:
SMILES,TLR4-MyD88 BLA,G6PDH CS,FLuc stim CS,APP 5'UTR act,STAT1 activator,APP transl inh,Diaphorase inh,NF-kB expr up,FLuc inh counter,Diaphorase act
CC(=NCc1ccco1)c1c(O)n(-c2ccccc2)c(=O)[nH]c1=O,-17,6,1,-3,87,3,2,1.4,0,1
COc1cc2[nH]c(=O)n(-c3ccccc3)c(=O)c2cc1OC,4,6,1.1,-2,106,2,9,1.2,-7,0.9
CCOC(=O)c1c(C)[nH]c(C(=O)C(C)N2CCCC2)c1C (configuration not stated),-13,5,1.1,9,103,-9,11,1.3,-7,0.9
CCOC(=O)c1sc(/N=C/c2c(O)n(-c3ccccc3)c(=O)[nH]c2=O)c(C#N)c1C,0,10,1,-12,96,12,10,1.1,-3,0.9

# (listing goes on)
SMILES,TLR4-MyD88 BLA,G6PDH CS,FLuc stim CS,APP 5'UTR act,STAT1 activator,APP transl inh,Diaphorase inh,NF-kB expr up,FLuc inh counter,Diaphorase act
Cc1nonc1-c1nc(-c2nonc2N)n[nH]1,3,14,1,12,93,-12,20,0.96,1,0.8
CC1=NN(Cc2c[nH]c3ccccc23)C(C)(C)C1,-31,8,1,2,106,-2,5,1,-2,1
O=C(Nc1ccccc1)OC1CN=C(N[N+](=O)[O-])NC1 (configuration not stated),12,-2,1,-16,100,16,16,1.2,-4,0.8
Cc1cccc(NC(N)=S)c1,17,4,1.1,24,98,-24,3,1.1,-5,1
Cc1cccc(C)c1NC(=O)c1cccn(Cc2ccc3c(c2)OC(F)(F)O3)c1=O,4,-8,1.1,-7,96,7,16,1.1,-6,0.8
Cc1ccc2c(c1)C1CN(C)CCC1N2C(=O)Nc1cccc(C(F)(F)F)c1 (configuration not stated),-3,6,1.1,-12,104,12,14,0.79,-5,0.9
C=Cn1ccnc1P(=S)(c1c(C)nn(-c2ccccc2)c1C)c1nccn1C=C,0,-2,1,-1,98,1,20,1.4,-2,0.8
C=C[C@@H]1C[C@@]1(C)[C@@H](NP(=O)(c1ccccc1)c1ccccc1)c1ccccc1,-3,6,1,-4,92,4,17,0.84,-1,0.8
Cc1cccc(N2C(=O)NC(=O)/C(=C\c3cc(C)n(-c4sc5c(c4C#N)CCCC5)c3C)C2=O)c1C,3,2,1.1,31,101,-31,28,1.2,-7,0.7
CC(=O)OC1(Cc2ccccc2)CN2CCC1c1ccccc12 (configuration not stated),4,4,1,-9,93,9,2,1.1,0,1
O=C(CN1CCCC1)Nc1ccc(Cl)cc1C(=O)c1ccccc1,-1,-1,1.1,23,96,-23,6,1.2,-6,0.9
C=C(C)CN1CC[C@]23c4c5ccc(O)c4O[C@H]2c2[nH]c4ccccc4c2C[C@@]3(O)C1C5,nt,6,1.1,nt,nt,nt,20,nt,-5,0.8
O=C(CCCn1c(=O)[nH]c2cc(Cl)ccc2c1=O)N1CCC2(CC1)OCCO2,-21,10,1,-12,94,12,2,1.1,0,1
CC(=O)c1ccccc1NC(=O)C1C2CCC(O2)C1C(=O)O (configuration not stated),-1,10,1,-3,101,3,13,0.72,-3,0.9
CCOc1cc(C2NCc3ccccc3-n3cccc32)ccc1O (configuration not stated),1,4,1,-1,98,1,11,0.95,-3,0.9
O=C(c1ccc(N2CC3CC(C2)c2cccc(=O)n2C3)c([N+](=O)[O-])c1)N1CCCC1 (configuration not stated),-17,0,1,8,98,-8,5,1.4,0,1
O=C1C=Cc2ccccc2C1=O,-3,62*,1,-8,91,8,78*,0.9,-2,0.2
O=C(CCC(=O)N1CCC2(CC1)OCCO2)Nc1nnc(C(F)(F)F)s1,3,2,1,9,101,-9,14,1.2,-3,0.9
O=[N+]([O-])c1ccc(C2[C@H]3C(c4ccccc4)=NC4(CCCC4)N23)cc1 (some centres not stated),-5,12,1.1,18,107,-18,10,0.94,-9,0.9
C=Cn1ccnc1P(O)(=S)c1nc(C)c(CCOC(C)=O)s1 (configuration not stated),20,3,1.1,-4,120,4,8,0.88,-6,0.9
COC(=O)C1=Nc2ccccc2/C1=C\c1c(O)n(-c2ccc(Br)cc2)c(=O)[nH]c1=O,-1,14,1,-15,102,15,15,0.79,3,0.8
CC(=NCCCN1CCCCC1)c1c(O)n(Cc2ccccc2)c(=O)[nH]c1=O,6,8,1,nt,107,nt,11,0.85,-5,0.9
Cc1ccc(-c2nc(CS(=O)CC(=O)N3CCC4(CC3)OCCO4)c(C)o2)cc1 (configuration not stated),9,-2,1,-17,99,17,21,1,-5,0.8
CSc1ccc(C(=O)C(C)(C)N2CCOCC2)cc1,-7,-4,1,11,112,-12,18,1,-2,0.8
N=Cc1c(O)n(-c2cccc(Cl)c2)c(=O)[nH]c1=O,-3,-13,1.1,0,100,0,4,1,-8,1

# A few values from the results shown:
# For NF-kB expr up, Cc1cccc(N2C(=O)NC(=O)/C(=C\c3cc(C)n(-c4sc5c(c4C#N)CCCC5)c3C)C2=O)c1C shows 1.2
# For APP transl inh, C=C[C@@H]1C[C@@]1(C)[C@@H](NP(=O)(c1ccccc1)c1ccccc1)c1ccccc1 shows 4
# For TLR4-MyD88 BLA, Cc1cccc(NC(N)=S)c1 shows 17

# (cont.)
SMILES,TLR4-MyD88 BLA,G6PDH CS,FLuc stim CS,APP 5'UTR act,STAT1 activator,APP transl inh,Diaphorase inh,NF-kB expr up,FLuc inh counter,Diaphorase act
CCOC(=O)C1(c2ccccc2)CCN(CC(=O)Nc2cccc3ccccc23)CC1,1,-6,1,0,95,0,22,1.1,-4,0.8
[O-][n+]1onc2c1CCC1N(O)CCC21O (configuration not stated),6,-6,1.1,nt,104,16,8,1.5,-7,0.9
COc1ccc(NC2=NC(C)(C)CS2)cc1,-1,1,1,59,108,-59,10,1.8,2,0.9
Cc1[nH]c2c(Cl)cccc2c1CCN,-8,8,1,-6,102,6,13,nt,-1,0.9
CSC1=NP(=S)(SC)N2CCCC2=C1C#N (configuration not stated),1,0,1,3,89,-3,6,1.1,-5,0.9
CC(=O)N1N=C2C3CCN(CC3)C2C1c1ccccc1 (configuration not stated),-26,4,1,-1,104,1,-6,1.4,-4,1.1
O=C1CCN(C(=O)CNC(=O)Cc2ccccc2)CC1,6,-4,1.1,-4,98,4,10,0.81,-5,0.9
O=c1[nH]c(=O)n(Cc2ccco2)c(O)c1/C=N/N1CCCCCC1,-23,15,1,-4,95,4,20,1.2,-1,0.8
Cc1nonc1OCCNCCNc1ccc([N+](=O)[O-])c2cccnc12,0,1,1,13,93,-13,-2,0.99,0,1
c1ccc(C2=NP(N3CCOCC3)(N3CCOCC3)=NC(N3CCOCC3)=N2)cc1,-3,-1,1,2,97,-2,9,1.6,-1,0.9
O=C1C2(c3ccccc3)CN3CN(C2)CC1(c1ccccc1)C3,-3,1,1,22,103,-22,4,1.4,-4,1
CCC12C=CCN3CCC4(c5cc(Br)c(OC)cc5N(C)C4C(O)(C(=O)OC)C1OC(C)=O)C32 (configuration not stated),0,11,1,8,98,-8,11,1.2,3,0.9
CC(=O)N(C1=NCCCS1)c1ccccc1Cl,13,4,1,-4,98,4,-6,0.81,-2,1.1
CCOc1c(P(=S)(N(C)C)N(C)C)c(C)nn1-c1ccccc1,10,-13,1,-8,89,8,14,1.1,-4,0.9
C[C@H]1CCCC(=O)CCCCCc2cc(O)cc(O)c2C(=O)O1,-3,14,1,9,99,-9,20,1.2,-3,0.8
O=c1[nH]c(CN2CC=C(c3ccccc3)CC2)nc2cc(C(F)(F)F)ccc12,-8,0,1,3,102,-3,-2,1.1,-3,1
